Source: PubChem BioAssay (several laboratories)
Shn3 3UTR inh – reduction of Shn3 3'UTR firefly luciferase signal, primary screen, Schnurri-3 inhibitor project, cell-based, Clone20 osteoblasts, set 2; AID 588674, 2011; inhibition, % at 12.5 µM; Clone20 osteoblast Shn3 3'UTR firefly luciferase, 24 h; 0.52% of 360,000 active;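 active = mean inhibition of at least 75% with every replicate also reaching 75%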;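 also: 0% = median of neutral control wells and 100% = pilot-screen positive control compound; some compounds past the cut are filed as inactive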
LMP1 NFkB inh – EBV LMP1-driven NF-kappaB luciferase reporter inhibitors, primary screen, cell-based, luminescence, single point; AID 504558, 2011; inhibition, % at 12.5 µM; LMP1-induced NF-kappaB luciferase reporter cells; 0.69% of 350,000 active; in the data active = inhibition above about 41%;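 also: 0% = neutral control wells and 100% = reference inhibitor control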
Peg3 prom inh – Peg3 promoter-driven luciferase inhibitors, primary screen, cell-based, HeLa, luciferase luminescence | 1.7% of 360,000 active | inhibition, % at 20 µM | HeLa PEG-Prom luciferase reporter, overnight;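 active = inhibition of at least 50% at 20 µM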
NR2E3 ag-1 – NR2E3 agonists in two-hybrid cells, primary screen, cell-based, luminescence, CHO-S, Gal4-NCOR/VP16-NR2E3. luciferase. inhibition of corepressor binding, % at 3.98 µM. 0.35% of 360,000 active. AID 602229, 2012;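 active = inhibition above the mean of all tested compounds plus 3 SD, cut at about 70% in these data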;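 also: 0% = DMSO with NR2E3 transfected cells and 100% = cells lacking NR2E3 construct; higher means lower luciferase signal from less NR2E3 corepressor binding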
Target sequence (Q9Y5X4 whole entry, looked up, the tested form may be a part): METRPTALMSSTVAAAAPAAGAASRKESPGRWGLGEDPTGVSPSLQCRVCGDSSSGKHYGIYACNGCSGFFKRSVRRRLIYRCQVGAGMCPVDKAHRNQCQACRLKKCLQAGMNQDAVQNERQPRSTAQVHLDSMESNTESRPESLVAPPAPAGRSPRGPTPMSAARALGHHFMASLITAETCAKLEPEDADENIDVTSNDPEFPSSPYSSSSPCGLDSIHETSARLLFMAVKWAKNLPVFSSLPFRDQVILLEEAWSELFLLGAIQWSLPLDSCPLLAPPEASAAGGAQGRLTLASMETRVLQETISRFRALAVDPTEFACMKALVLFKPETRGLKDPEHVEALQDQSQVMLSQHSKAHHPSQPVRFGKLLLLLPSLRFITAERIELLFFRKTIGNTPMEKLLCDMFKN
MITF TRPM1 inh – inhibitors of MITF-dependent TRPM1 promoter reporter, primary screen, cell-based, SK-MEL-5, single point, luciferase; SK-MEL-5 TRPM1 promoter luciferase, 24 h; inhibition, % at 12.5 µM; 0.83% of 330,000 active;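 active = mean inhibition across replicates of 60% or more, whatever share of single replicates reaches that level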; also: values of inactives mirror those of a sister screen read the other way
iPSC survival up – enhancers of single-cell hiPSC survival, primary screen, ATPlite luminescence; 0.044% of 360,000 active; 100% = ROCK inhibitor wells, 0% = DMSO; survival enhancement, % at 20 µM; in the data active = survival enhancement above about 18%;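 also: cells exposed to compounds for 16 hours before the ATP read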
CF NFkB inh – inhibitors of PAF-induced NF-kB signaling, primary screen, cell-based, GFP fluorescence, uHTS | KKLEB NF-kB-GFP reporter, GFP fluorescence overnight | inhibition, % at 5 µM | 0.86% of 360,000 active;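 active = at least 50% inhibition at 5 µM, scaled per plate between neutral and stimulator controls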;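 also: PAF is a Pseudomonas aeruginosa culture filtrate used as stimulus; plate controls were PAF-stimulated DMSO wells for no effect and unstimulated DMSO wells for full effect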
NR2E3 ag-2 – inhibitors of NR2E3-RetCOR corepressor binding, primary screen, NR2E3 agonist project, biochemical, TR-FRET, GST-NR2E3, biotin-RetCOR; Photoreceptor-specific nuclear receptor (Homo sapiens), Q9Y5X4; 1536-well; inhibition of corepressor binding, % at 4.78 µM; 0.12% of 320,000 active; AID 2300, 2010;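 active = percent inhibition above the cutoff of mean plus 3 SD of all tested compounds, set per screening campaign, cut at about 20% in these data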;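 also: 0% = DMSO wells and 100% = biotin wells as full block of FRET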
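Test system: GST-NR2E3 and biotin-RetCOR proteins | Quantity: 1.35 nM GST-tagged NR2E3 final | Medium: Tris pH 7.5 | Also added: 7 nM biotin-RetCOR | Dosing: Compound at 4.8 µM, single dose | Timing: 5 h at 4 °C | Detection: Time-resolved FRET | Read-out basis: Percent inhibition | Benchmarks: Biotin wells as high control, 0.6% DMSO wells as low control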
TRAIL sens C8 – viability loss with TRAIL in NB7+C8 cells, primary screen, TRAIL sensitizer project, cell-based, ATPlite luminescence. 1% of 360,000 active. inhibition (viability loss, TRAIL sensitization), % at 10 µM;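 active = compounds causing at least 50% loss of cell viability in the single-dose screen, relative to plate controls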
HIF-2a inh – HIF-2a reporter inhibitors, primary screen, luminescence, 786-0 RCC cells. 786-0 RCC cells HIF-2a reporter, luciferase luminescence, overnight. inhibition, % at 18.8 µM. 0.72% of 360,000 active. AID 624352, 2012;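 active = inhibition of the luminescence signal of 40% or more relative to plate controls, in a single-dose primary screen at 18.75 µM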
KKLEB cytotox – cytotoxicity in KKLEB CF airway cells, primary screen, cytotoxicity control for CF NF-kB inhibitor project, cell-based, uHTS, fluorescence assay plates; KKLEB CF airway cells viability, ATPlite luminescence, overnight; active compounds read low; cells stimulated with P. aeruginosa culture filtrate; activity change (cytotoxicity), % at 5 µM; 0.36% of 360,000 active; AID 602141, 2011;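 active = corrected activity change at or below -50% at 5 µM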
An asterisk follows results filed as active; . = no result given. A portion of the library; count on the stated rates, not on these rows.

Start of the data: the first six compounds (preview)
Each structure is followed by: Shn3 3UTR inh	LMP1 NFkB inh	Peg3 prom inh	NR2E3 ag-1	MITF TRPM1 inh	iPSC survival up	CF NFkB inh	NR2E3 ag-2	TRAIL sens C8	HIF-2a inh	KKLEB cytotox
- O=C(NCC(c1ccco1)N1CCc2ccccc21)c1ccc([N+](=O)[O-])cc1 (centres undefined)
 : 16	4	25	9	0	-0.5	6	1	-27	23	-20
- Cc1ccc([C@H]2C[C@@H](O)[C@H](n3cc(-c4ccc(F)cc4)nn3)CN2Cc2cccs2)cc1
 : -8	-5	13	-10	.	-0.1	2	.	1	-8	-6
- CC(C)C(OC(=O)c1ccco1)C(=O)NCc1ccc2c(c1)OCO2 (centres undefined)
 : -4	0	0	-14	5	0.6	-15	-1	4	-3	7
- O=C(CNc1ccc(C(F)(F)F)cc1)Nc1cccc(S(=O)(=O)N2CCCCC2)c1
 : 37	-1	15	-10	.	-1.6	10	.	10	-12	-13
- CCOC(=O)N1CCN(C(=O)CN(c2cc(Cl)ccc2OC)S(=O)(=O)c2ccccc2)CC1
 : 1	7	11	-12	1	0.0	-2	0	5	16	-1
- COC(=O)c1cc(NC(=O)N2c3ccccc3Sc3ccccc32)cc(C(=O)OC)c1
 : 37	4	15	-3	-3	-0.6	5	0	-12	15	9

All compounds of this part, repeating the preview:
Each structure is followed by: Shn3 3UTR inh	LMP1 NFkB inh	Peg3 prom inh	NR2E3 ag-1	MITF TRPM1 inh	iPSC survival up	CF NFkB inh	NR2E3 ag-2	TRAIL sens C8	HIF-2a inh	KKLEB cytotox
- O=C(NCC(c1ccco1)N1CCc2ccccc21)c1ccc([N+](=O)[O-])cc1 (centres undefined)
 : 16	4	25	9	0	-0.5	6	1	-27	23	-20
- Cc1ccc([C@H]2C[C@@H](O)[C@H](n3cc(-c4ccc(F)cc4)nn3)CN2Cc2cccs2)cc1
 : -8	-5	13	-10	.	-0.1	2	.	1	-8	-6
- CC(C)C(OC(=O)c1ccco1)C(=O)NCc1ccc2c(c1)OCO2 (centres undefined)
 : -4	0	0	-14	5	0.6	-15	-1	4	-3	7
- O=C(CNc1ccc(C(F)(F)F)cc1)Nc1cccc(S(=O)(=O)N2CCCCC2)c1
 : 37	-1	15	-10	.	-1.6	10	.	10	-12	-13
- CCOC(=O)N1CCN(C(=O)CN(c2cc(Cl)ccc2OC)S(=O)(=O)c2ccccc2)CC1
 : 1	7	11	-12	1	0.0	-2	0	5	16	-1
- COC(=O)c1cc(NC(=O)N2c3ccccc3Sc3ccccc32)cc(C(=O)OC)c1
 : 37	4	15	-3	-3	-0.6	5	0	-12	15	9
- N#CCSc1ccc(S(=O)(=O)N2CCOCC2)cn1
 : 11	-11	3	18	7	0.6	-13	.	10	7	-4
- COc1ccc(COC(=O)N/N=C(\C)CC(=O)Nc2ccc(Cl)cn2)cc1
 : -7	-13	-17	3	-15	-0.7	-27	-1	-11	-12	17
- Cc1cccc(C(=O)C(O)(c2ccccc2)C2CCCCC2=O)c1 (centres undefined)
 : -16	4	10	-4	.	3.3	-35	.	-3	9	14
- O=S(=O)(NC1CCCC1)c1ccc(S(=O)(=O)N(Cc2cccs2)CC2CCCO2)cc1 (centres undefined)
 : 20	-20	28	0	10	0.1	4	2	2	-29	2
- CC(C)N(Cc1ccccc1)C(=O)CN1C(=O)NC2(CCCC2)C1=O
 : -66	0	-2	-19	-3	0.1	14	4	0	2	-17
- Clc1ccc2nc(COc3ccccc3)[nH]c2c1
 : -68	-18	-229	-189	-62	-0.6	-27	3	22	-374	15
- COc1cccc(-c2sc3ccc(OC)cc3c2-c2cc(F)cc(OC)c2)c1
 : 2	-11	5	-37	17	-1.5	-10	2	17	-2	5
- Cc1sc(NC(=O)CCCC(=O)O)c(C(N)=O)c1-c1ccccc1
 : 36	11	-74	-19	41	0.0	15	0	12	78*	-4
- NC(=O)c1c(Nc2nc3c(F)cccc3s2)sc2c1CCCC2
 : -13	-6	-11	-37	-19	4.1	-3	1	-6	-86	7

Part of the list above, as labelled records:
COC(=O)c1cc(NC(=O)N2c3ccccc3Sc3ccccc32)cc(C(=O)OC)c1
  Shn3 3UTR inh: 37 | LMP1 NFkB inh: 4 | Peg3 prom inh: 15 | NR2E3 ag-1: -3 | MITF TRPM1 inh: -3 | iPSC survival up: -0.6 | CF NFkB inh: 5 | NR2E3 ag-2: 0 | TRAIL sens C8: -12 | HIF-2a inh: 15 | KKLEB cytotox: 9

O=C(CNc1ccc(C(F)(F)F)cc1)Nc1cccc(S(=O)(=O)N2CCCCC2)c1
  Shn3 3UTR inh: 37 | LMP1 NFkB inh: -1 | Peg3 prom inh: 15 | NR2E3 ag-1: -10 | MITF TRPM1 inh: . | iPSC survival up: -1.6 | CF NFkB inh: 10 | NR2E3 ag-2: . | TRAIL sens C8: 10 | HIF-2a inh: -12 | KKLEB cytotox: -13

Remaining list, next part.
Each structure is followed by: Shn3 3UTR inh	LMP1 NFkB inh	Peg3 prom inh	NR2E3 ag-1	MITF TRPM1 inh	iPSC survival up	CF NFkB inh	NR2E3 ag-2	TRAIL sens C8	HIF-2a inh	KKLEB cytotox
- O=C(CNS(=O)(=O)c1cccc2nsnc12)NCc1ccc(Cl)cc1
 : 13	13	16	-10	10	-2.4	8	1	-12	22	-1
- CC1CN(C(=O)c2ccc(COc3ccc(C(C)C)cc3)o2)CC(C)O1 (centres undefined)
 : -23	-62	-212	-125	.	-1.8	-22	-3	-3	-231	-21
- CCC(=O)N1CCc2cc(S(=O)(=O)CCC(=O)N3CCN(c4ccccc4)CC3)ccc21
 : -9	2	-5	0	2	2.1	-6	-2	-15	5	6
- COc1ccccc1NS(=O)(=O)c1ccc(C(=O)OCC(=O)NCc2ccco2)cc1
 : 0	3	3	-27	3	-2.3	2	0	1	15	-12
- O=C(Cn1ncc2c1-c1ccccc1OC2)Nc1ccc(Cl)cn1
 : -1	-2	12	3	.	-0.8	-41	-2	-2	-4	5
- Brc1cc2c(cc1/C=N/Nc1nc(N3CCCC3)nc(N3CCOCC3)n1)OCO2
 : -5	-11	14	-8	-7	-1.0	-18	2	-8	-1	2
- Cc1cccc(Nc2c([N+](=O)[O-])c(=O)oc3ccccc23)c1
 : 5	-7	18	30	8	0.3	25	1	0	9	-17
- CC(C)NC(=O)Cn1cc(C(=O)COc2ccccc2)c2ccccc21
 : 7	-7	4	-13	12	-0.3	0	4	5	-4	-25
- Cc1ccc(S(=O)(=O)N(CC(=O)N2CCCCCC2)c2ccccc2)cc1
 : -4	-15	-3	13	0	0.2	4	-1	1	-9	3
- CCCCN1CC(=O)N2[C@H]3c4cc(OC)ccc4OC[C@@H]3[C@H](C(=O)OCC)[C@]2(C)C1=O
 : 11	9	-6	-30	6	-2.5	-16	-1	-15	2	6
- O=C(CN1C(=O)NC2(CCCC2)C1=O)NNC(=O)c1ccccc1F
 : -11	-3	-4	-3	8	2.5	-13	4	6	5	13
- O=C(Nc1ccccc1N1CCOCC1)[C@@H]1O[C@H](CO)[C@H](O)[C@H](O)[C@H]1O
 : 1	.	3	-8	.	-0.5	5	.	-4	19	-5
- O=C(CC[C@H]1O[C@@H](n2ccc(=O)[nH]c2=O)[C@H](O)[C@@H]1O)N1CCN(c2ccccn2)CC1
 : -15	.	-1	28	.	1.8	-21	.	4	5	-1
- CC(C)(Oc1ccc(Cl)cc1)C(=O)NCCN1C(=O)S/C(=C/c2cccnc2)C1=O
 : -10	7	16	-18	3	0.7	6	-1	1	29	-10
- Cc1ccc(CNS(=O)(=O)c2ccccc2[N+](=O)[O-])cc1
 : -11	-3	-24	-21	-20	0.2	18	-1	-1	-55	0
- CC(OC(=O)/C(C#N)=C/c1ccc(N(C)C)cc1)C(=O)N(C)Cc1ccccc1 (centres undefined)
 : -18	-3	-141	9	-12	-0.1	-9	-2	-4	-185	-14
- Cc1ccc([C@@H]2CC=C(C(=O)O)[C@H](c3ccc(Cl)cc3)N2S(=O)(=O)c2ccccc2C)cc1
 : 6	-5	16	30	-9	2.3	16	.	2	5	5
- Cc1nnc(SCC(=O)NNC(=O)c2ccco2)s1
 : -5	2	-18	-1	-5	-0.4	-22	0	-17	16	2
- C=CCn1c(NC(C)c2cc(Cl)ccc2O)nc2ccccc21 (centres undefined)
 : 27	5	13	-1	8	-0.7	-18	3	5	-18	6
- N#C/C(=C\Nc1ccccc1SC(F)(F)F)c1nc(-c2ccc(Cl)cc2)cs1
 : -5	1	3	-25	5	-2.3	48	-1	4	8	-46
- Cc1ccc2c(c1)c1n[nH]c(=S)nc1n2CCc1ccccc1
 : 15	-11	14	-26	6	0.5	-13	1	17	1	17
- O=C(COC(=O)c1cc(F)c(F)cc1Cl)NC1CCCCCC1
 : -20	4	2	-3	.	11	-33	.	-13	16	6
- CC1CC(C)CN(C(=O)c2cccc(S(=O)(=O)Nc3cc(C(F)(F)F)ccc3Cl)c2)C1 (centres undefined)
 : 15	5	17	43	2	3.8	18	1	4	7	10
- O=C(NC(=S)NCC1CCCO1)c1ccccc1 (centres undefined)
 : -24	0	-4	4	-9	2.9	7	0	1	-51	-2
- Cc1cc2ccccc2c(=O)n1CC(=O)N1CCN(c2cccc(Cl)c2)CC1
 : .	7	8	-4	0	-2.1	-7	2	11	19	7
- O=C(NC(Cc1c[nH]c2ccccc12)C(=O)NCCCN1CCOCC1)c1cccs1 (centres undefined)
 : 12	-6	-45	-3	-8	-0.1	-10	-2	-4	-15	4
